# High-throughput results (PubChem)
# GPR55 antagonists: GPR55 antagonists blocking LPI-driven arrestin recruitment, primary screen, imaging, U2OS, beta-arrestin-GFP, LPI agonist (AID 2013) | U2OS GPR55 beta-arrestin-GFP translocation imaging, LPI antagonism; higher % means a stronger effect | one-dose inhibition, % at 10 µM; IC50 in µM for titrated hits | 290,000 tested, 0.13% active;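 active = spots per cell inhibited over 60%, with over 100 cells counted and total cytoplasm intensity under 500,000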;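 also: U2OS cells stably carrying GPR55 and arrestin-GFP stimulated by 5 µM LPI near EC80; imaged beta-arrestin-GFP aggregate spots per cell after agonist stimulation; plate controls were LPI-stimulated DMSO wells for no effect and DMSO wells without LPI for full effect; some results filed as inactive read as strong as hits; confirmed hits need IC50 under 10 µM and bright autofluorescent wells are also inconclusive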
# SV40 large T antigen: SV40 large T antigen inhibitors, biochemical (AID 1903) | SV40 large T antigen ATPase/helicase inhibition assay; higher % means a stronger effect | one-dose inhibition, % at 20 µM; IC50 in µM for titrated hits | 310,000 tested, 0.39% active; in the data active = a potency from the dose series; also: strong numbers were not always called active
# KOR beta-arrestin-1: KOR agonists, beta-arrestin recruitment, primary screen, cell-based, luminescence, uHTS (AID 1777). KOR beta-arrestin recruitment, luminescence; higher % means a stronger effect. activation, % at 10 µM; hits with a dose series show EC50 in µM. 280,000 tested, 0.02% active; in the data active = activation above about 50%, passing the limit was not always enough; also: a part of the inactive calls stands beside numbers as strong as those of hits
# KOR beta-arrestin-2: kappa opioid receptor blockers – cell-based, luminescence, uHTS (AID 1778). KOR beta-arrestin recruitment, luminescence, antagonist mode; higher % means a stronger effect. inhibition, % at 10 µM; hits with a dose series show IC50 in µM. 290,000 tested, 0.091% active; also: strong numbers were not always called active
# NOD1 inhibition: NOD1 signaling inhibitors, primary screen, cell-based, luminescence, uHTS (AID 1578) | NOD1-driven NF-kB luciferase reporter cells, luminescence; higher % means a stronger effect | inhibition, % at 4 µM, or EC50 in µM where a hit was titrated | 290,000 tested, 1% active; in the data active = inhibition mostly above about 36%, no sharp cut-off; inactive = mostly below about 34%;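 also: HEK-293T reporter cells stimulated with the NOD1 agonist gamma-tri-DAP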
# MgcRacGAP inhibition: MgcRacGAP GTPase-activating activity inhibitors, confirmation, biochemical, ADP Hunter fluorescence; 340,000 tested, 0.6% active; inhibition, % at 30 µM; hits with a dose series show IC50 in µM; MgcRacGAP-stimulated Rac1 GTP hydrolysis, ADP Hunter fluorescence; higher % means a stronger effect; GST-tagged Rac1 F28L mutant substrate;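 active = first-screen hits whose inhibition reached a set limit at any dose in the follow-up dose series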;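 also: fluorescence reports GDP produced by GAP-driven GTP hydrolysis; strong numbers were not always called active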
# GPR55 activation: selective activators of receptor GPR55 – imaging, U2OS cells, beta-arrestin-GFP redistribution, primary screen (AID 1961) | U2OS GPR55 beta-arrestin-GFP redistribution imaging; higher % means a stronger effect | one-dose activation, % at 10 µM; EC50 in µM for titrated hits | 290,000 tested, 0.048% active;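 active = activation above 40% with more than 50 cells counted in the well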;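 also: U2OS osteosarcoma cells stably expressing GPR55 and beta-arrestin-GFP; plate controls were DMSO negative control for no effect and LPI positive control for full effect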
# HIV peptide binding: inhibitors of HIV fusion peptide binding, primary screen, biochemical, uHTS, fluorescence dequenching (AID 1986) | cell-free peptide binding, fluorescence dequenching, 30 min; higher % means a stronger effect | inhibition, % at 20 µM, or IC50 in µM where a hit was titrated | 290,000 tested, 0.3% active; in the data active = inhibition mostly above about 52%, no sharp cut-off; inactive = mostly below about 76%; also: some results filed as inactive read as strong as hits
# HEK293 NOD2/NF-kB: inhibition of NOD2-driven NF-kB reporter – cell-based, luminescence, uHTS, HEK293 (AID 1566) | HEK293 NOD2/NF-kB luciferase reporter, luminescence; higher % means a stronger effect | one-dose inhibition, % at 4 µM; EC50 in µM for titrated hits | 290,000 tested, 0.63% active; also: many of its hits are not listed in these tables
# The depositor's hits bear a star; nt = not tested or not shown; [ ] = remark or other dose. Rule as the data show it, unless noted: active = inhibition above about 50%; inactive = the rest. This is a subset, so the mix of outcomes need not match the whole.
SMILES,GPR55 antagonists,SV40 large T antigen,KOR beta-arrestin-1,KOR beta-arrestin-2,NOD1 inhibition,MgcRacGAP inhibition,GPR55 activation,HIV peptide binding,HEK293 NOD2/NF-kB
O=C(Nc1ccc(S(=O)(=O)N2CCCC2)cc1)c1cccs1,12.0%,12.0%,nt,-1.6%[20 µM],-0.6%,-9.9%,-0.1%,0.0%,-2.0%
Cc1ccc(-n2nnc(-c3nccn3C)n2)cc1,18.3%,5.2%,1.2%,-12.3%,3.3%,9.5%,-0.1%,0.6%,-65.4%
O=C(COc1cc2oc(=O)cc(-c3ccccc3)c2cc1Cl)NCCN1CCOCC1,0.5%,12.5%,-5.4%,2.1%,-11.7%,13.1%,-0.2%,0.3%,-0.1%
CCCCn1c(SCC(=O)/C(C#N)=C(\C)N)nc2ccccc2c1=O,4.1%,10.3%,-2.1%,13.7%,-7.6%,10.5%,0.1%,-1.6%,13.2%
Cc1ccc(S(=O)(=O)N(Cc2cccnc2)Cc2cc3ccccc3[nH]c2=O)cc1,1.9%,5.5%,1.0%,-20.3%,19.3%,1.2%,0.5%,1.9%,-7.6%
Cc1nc2nc(SCC(=O)Nc3cccc(F)c3)[nH]c2cc1Br,12.3%,4.8%,3.5%,-4.4%,2.4%,6.2%,-0.2%,0.6%,48.6%
c1cnc2nc(-c3ccc4c(c3)OCO4)cn2c1,-1.1%,7.7%,-5.3%,-30.4%,-39.6%,12.4%,0.9%,-2.0%,-63.6%
Cc1ccc(C(=O)NCCc2nnc3ccc(SCC(=O)Nc4c(C)cc(C)cc4C)nn23)cc1,-9.0%,-0.3%,-4.1%,25.1%,-11.4%,4.5%,-0.2%,-0.4%,5.5%
CC(C)OP(=O)(c1ccc(N(C)C)cc1)C(O)c1ccc(C(C)C)cc1 (configuration not stated),4.8%,14.4%,-0.8%,-15.4%,-0.8%,2.7%,-0.1%,2.1%,5.7%
Cc1ccc(C(=O)c2oc3ccccc3c2N)cc1,16.4%,-11.2%,-7.4%,-3.6%,-26.7%,6.9%,-0.3%,1.6%,-29.7%
COc1ccc(C(=O)NC2CCN(C(=S)Nc3ccccc3)CC2)cc1,9.4%,nt,nt,-13.5%[20 µM],-22.6%,4.6%,-0.1%,-0.1%,18.5%
CCOc1ccc(N(C(C)C(=O)N/N=C(\C)c2cccc(NC(=O)c3ccccc3)c2)S(C)(=O)=O)cc1 (configuration not stated),nt,-1.7%,3.4%,-19.1%,-11.4%,1.8%,-0.1%,2.8%,3.9%
COc1ccc(-n2nc3c(c2NC(=O)COc2ccccc2)CS(=O)C3)cc1 (configuration not stated),22.4%,7.6%,3.5%,-3.0%,-27.8%,5.4%,-0.1%,-1.6%,-5.4%
Cc1ccc(-c2ccc(=O)n(CC(=O)N3CCN(c4cc(Cl)ccc4C)CC3)n2)cc1,11.7%,11.5%,-0.9%,-17.7%,-28.6%,12.7%,-0.2%,1.1%,3.4%
CC1C(=O)N(Cc2cccc(F)c2)c2ccccc2N1C(=O)c1ccccc1 (configuration not stated),6.1%,8.6%,0.2%,0.1%,2.1%,5.5%,-0.3%,-2.0%,25.0%
CCC(=O)c1ccc(OCC(=O)NCC2(N3CCCCC3)CCCCC2)cc1,-2.3%,-2.2%,-0.8%,-42.2%,-17.2%,-32.1%,0.0%,-0.9%,5.2%
Cc1ccc(Cl)c(OCCN2CCc3ccccc3C2)c1,8.4%,10.1%,-2.8%,8.1%,-14.8%,9.5%,-0.2%,1.3%,-35.9%
CN1C(=O)CSc2ccc(NC(=O)N3CCOCC3)cc21,-1.2%,14.0%,6.0%,18.0%,-8.9%,1.9%,-0.2%,0.9%,8.9%
CC1CCCCN1CCNC(=O)c1ccc2c(=O)n(CCc3ccccc3)c(=O)[nH]c2c1 (configuration not stated),9.6%,5.7%,-1.5%,-34.0%,-4.6%,5.1%,-0.1%,0.0%,-14.1%
COc1cccc(CNC(=O)CCC2CCCN(Cc3cc(Cl)ccc3O)C2)c1 (configuration not stated),2.9%,2.7%,1.9%,-15.2%,-24.6%,1.8%,-0.3%,1.3%,18.0%

# Three of the compounds above, tab-delimited.
Molecule	GPR55 antagonists	SV40 large T antigen	KOR beta-arrestin-1	KOR beta-arrestin-2	NOD1 inhibition	MgcRacGAP inhibition	GPR55 activation	HIV peptide binding	HEK293 NOD2/NF-kB
Cc1ccc(Cl)c(OCCN2CCc3ccccc3C2)c1	8.4%	10.1%	-2.8%	8.1%	-14.8%	9.5%	-0.2%	1.3%	-35.9%
CC1CCCCN1CCNC(=O)c1ccc2c(=O)n(CCc3ccccc3)c(=O)[nH]c2c1 (configuration not stated)	9.6%	5.7%	-1.5%	-34.0%	-4.6%	5.1%	-0.1%	0.0%	-14.1%
Cc1nc2nc(SCC(=O)Nc3cccc(F)c3)[nH]c2cc1Br	12.3%	4.8%	3.5%	-4.4%	2.4%	6.2%	-0.2%	0.6%	48.6%

# (continued)
SMILES,GPR55 antagonists,SV40 large T antigen,KOR beta-arrestin-1,KOR beta-arrestin-2,NOD1 inhibition,MgcRacGAP inhibition,GPR55 activation,HIV peptide binding,HEK293 NOD2/NF-kB
Cc1cc(C)cc(OCC(=O)OCC(=O)N2CC(=O)Nc3ccccc32)c1,3.9%,10.7%,-3.9%,-6.8%,-25.9%,7.6%,0.1%,-1.8%,15.4%
O=C(Cc1cccs1)Nc1ccc(F)cc1,-4.4%,21.3%,4.9%,-16.9%[20 µM],-8.8%,1.9%,-0.3%,2.8%,4.9%
c1coc(-c2ccnc3ncnn23)c1,0.7%,2.8%,8.9%,-28.3%,35.5%,4.9%,-0.6%,-1.9%,-49.5%
CN(CCOc1ccc(Cl)cc1)CC(=O)Nc1ccc(OC(F)F)cc1,-8.6%,4.0%,-0.3%,-30.1%,3.3%,20.1%,0.0%,1.0%,-9.5%
N#Cc1ccc(OCC(=O)Nc2cc(S(=O)(=O)N3CCOCC3)ccc2N2CCOCC2)cc1,8.9%,7.3%,6.3%,nt,-3.6%,4.9%,0.3%,-1.0%,-25.0%
Cc1cc(NC(=O)c2sccc2C)n(-c2nc3ccccc3[nH]2)n1,10.9%,0.3%,-1.8%,-10.3%[20 µM],8.3%,9.1%,-0.1%,4.3%,-52.4%
CC(NC(=O)Cn1nc(C(F)(F)F)c2c1CCC2)c1ccccc1 (configuration not stated),-2.4%,4.3%,9.2%,-44.6%,-5.9%,-1.8%,-0.2%,-0.5%,1.2%
CC(C)COc1ccc(/C(=N/O)c2ccccc2)cc1,9.8%,-1.1%,2.0%,20.1%,-19.6%,0.6%,-0.1%,0.9%,1.5%
O=C(CN1CCCC1)Nc1ccc(Oc2ccc(NC(=O)CN3CCCC3)cc2)cc1,42.5%,4.4%,-3.9%,17.0%,-68.5%,-2.9%,0.0%,-0.3%,8.6%
CCOC(=O)N1CCN(CCC(=O)Nc2ccccc2)CC1,7.9%,4.4%,-1.6%,-13.8%[20 µM],-40.7%,10.8%,0.1%,1.8%,3.5%
N#Cc1cccc(NC(=O)Cc2ccsc2)c1,-1.7%,-9.0%,4.6%,-18.0%,11.0%,3.1%,-0.2%,0.0%,-4.2%
CN1CCN(CC(=O)Nc2nc(-c3ccccc3)cs2)CC1,1.8%,-0.7%,6.8%,-22.7%,6.4%,14.2%,0.6%,-1.5%,-0.1%
Cc1nc2c(-c3ccc(F)cc3)c(C)nn2c(C)c1CCC(=O)Nc1ccccc1,9.9%,nt,3.1%,9.0%,-7.5%,9.7%,-0.2%,-0.6%,5.9%
Cc1ccc(C2CC(c3cccs3)n3nc(N)nc3N2)cc1 (configuration not stated),3.9%,1.4%,6.9%,2.3%,-15.0%,4.4%,-0.2%,4.1%,-9.8%
COC(=O)c1ccc(-c2nc(CN3CCC(C(=O)N4CCOCC4)CC3)c(C)o2)cc1,0.4%,7.6%,-0.6%,15.8%,-15.4%,8.1%,0.2%,0.8%,-16.9%
COc1ccc(NC(=O)N2CCCCCC2)cc1OC,-3.7%,13.7%,0.1%,-9.4%,-16.6%,7.6%,-0.1%,3.8%,-0.1%
COc1cccc2c1cc1c(=O)n(CC(=O)NCCCc3ccccc3)nc(C)n12,1.7%,nt,-0.3%,-19.9%,-5.1%,6.4%,-0.4%,2.3%,12.0%
NC(=O)NCC1CC1,1.3%,1.5%,-3.8%,-3.2%,0.5%,4.2%,0.5%,-1.1%,-7.8%
Cc1ccc(S(=O)(=O)NCCC(=O)Nc2cccc(Cl)c2)cc1,-2.0%,10.8%,3.3%,1.8%,-24.9%,6.9%,-0.3%,0.9%,-0.3%
Cc1nn2c(N3CCN(C(=O)c4ccco4)CC3)cc(C(C)(C)C)nc2c1-c1ccccc1,6.8%,11.4%,0.7%,-22.9%,34.7%,nt,-2.3%,-2.9%,12.4%
CC(NCc1ccc(S(N)(=O)=O)cc1)C(=O)N1c2ccccc2CC1C (configuration not stated),-2.2%,20.8%,1.4%,5.8%,-1.5%,135µM*,0.0%,2.0%,14.8%
COc1cc(CCC(=O)OCC(=O)Nc2ccc(F)c(F)c2F)cc(OC)c1OC,3.1%,5.3%,5.0%,15.3%,6.0%,5.3%,0.3%,-1.0%,-1.3%
COC(=O)c1c(NC(=O)C2CC=CCC2C(=O)O)sc(C(N)=O)c1C (configuration not stated),-10.0%,7.9%,-5.0%,-23.9%,-3.8%,17.7%,-0.1%,-2.7%,-7.7%
O=C(NCC1CCCO1)C1CCCN(S(=O)(=O)c2ccc(Cl)cc2)C1 (configuration not stated),5.3%,8.2%,-4.0%,1.6%,3.9%,8.8%,-0.1%,2.9%,-3.1%
N/C(=N\OC(=O)c1ccc([N+](=O)[O-])cc1)c1ccccn1,2.1%,12.9%,-2.0%,-40.0%,-31.5%,-9.6%,0.3%,-0.7%,-41.7%
O=C(Cn1cnc2cc([N+](=O)[O-])ccc2c1=O)Nc1ccccc1-c1ccccc1,4.5%,3.2%,2.3%,21.1%,-1.7%,7.0%,-0.3%,-1.4%,11.7%
CCOc1ccccc1OCCCOc1ccc(C)cc1Cl,21.1%,10.8%,14.6%,-14.0%,-29.9%,12.0%,-0.3%,-3.2%,-22.8%
C=CCN(c1ccc(C(=O)OC)cc1)S(=O)(=O)c1ccccc1,-3.1%,13.7%,-3.2%,-4.5%,-18.9%,15.1%,1.0%,0.1%,-2.0%
Cc1[nH]c2ccc(C(=O)N3CCN(Cc4ccccc4)CC3)cc2c1C,9.4%,26.1%,-4.5%,3.8%,-1.3%,1.5%,-0.3%,-1.1%,-8.0%
CN1CC(=O)N(CC(=O)Nc2cccc(S(=O)(=O)N3CCOCC3)c2)C1=O,5.8%,4.1%,1.9%,20.1%,-20.5%,4.5%,-0.3%,-2.0%,-17.7%
CN(c1ccc(C(=O)N2CCN(c3ccc(F)cc3)CC2)cc1)S(C)(=O)=O,10.9%,13.3%,-2.2%,16.6%,nt,7.9%,-0.3%,-0.8%,5.6%
COc1ccc([N+](=O)[O-])cc1N/C(=N/S(=O)(=O)c1ccccc1)c1ccccc1,11.5%,1.9%,-6.3%,41.3%,-36.9%,4.1%,-0.2%,-2.5%,2.9%
CC1CCCCN1C(=O)CSc1nnc(-c2cccnc2)o1 (configuration not stated),0.0%,7.5%,-5.3%,-26.8%,-0.3%,7.2%,0.2%,1.9%,-2.0%
